# UBC13 polyUb = human UBC13 polyubiquitination inhibition | UBC13 polyubiquitin chain formation, TR-FRET | hit rate 0.47% among 330,000 | inhibition, % at 20 µM | AID 485273; in the data active = inhibition above about 45%, passing the limit was not always enough
# Target sequence (P61088 whole entry, looked up): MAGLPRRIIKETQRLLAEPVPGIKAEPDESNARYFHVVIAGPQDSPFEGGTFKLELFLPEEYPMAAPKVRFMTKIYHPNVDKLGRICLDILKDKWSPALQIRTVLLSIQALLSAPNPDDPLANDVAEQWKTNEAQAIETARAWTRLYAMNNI
# CXCR6 inh = inhibitors of human CXCR6 receptor | O00574 | CHO-K1 PathHunter CXCR6 beta-arrestin, luminescence | inhibition, % at 20 µM | hit rate 0.36% among 360,000; in the data active = inhibition above about 34%, passing the limit was not always enough;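 also: antagonist mode with CXCL16 agonist at 10 nM final; 0% = 10 nM CXCL16 with DMSO and 100% = unstimulated wells without agonist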
# CCR6 antag = antagonists of human CCR6 receptor. CHO-K1 CCR6 PathHunter beta-arrestin, luminescence, CCL20-stimulated. inhibition, % at 20 µM. hit rate 0.49% among 340,000;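 active = compounds whose inhibition of the agonist-driven luminescence signal at 20 µM reaches about 50%, limit read from the data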;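 also: cells stimulated with CCL20 at 14 nM final; plate controls were DMSO with CCL20 for no effect and DMSO without agonist for full effect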
# ATG4B inh = ATG4B (human) cysteine protease inhibition | inhibition, % at 8.33 µM | hit rate 0.51% among 340,000 | ATG4B cleavage of LC3-PLA2, NBD-HPC fluorescence, 1 h; in the data active = inhibition above about 40%
# APJ antagonist = blocks the human apelin receptor APJ. inhibition, % at 20 µM. hit rate 0.32% among 330,000. CHO-K1 APJ beta-arrestin complementation, luminescence. AID 2521. P35414;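 active = inhibition above about 40% at 20 µM, limit read from the data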;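 also: cells challenged with 10 nM apelin-13 agonist together with compound; plate controls were apelin-13 plus DMSO wells for no effect and DMSO wells lacking apelin-13 for full effect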
# Target sequence (P35414 whole entry, looked up): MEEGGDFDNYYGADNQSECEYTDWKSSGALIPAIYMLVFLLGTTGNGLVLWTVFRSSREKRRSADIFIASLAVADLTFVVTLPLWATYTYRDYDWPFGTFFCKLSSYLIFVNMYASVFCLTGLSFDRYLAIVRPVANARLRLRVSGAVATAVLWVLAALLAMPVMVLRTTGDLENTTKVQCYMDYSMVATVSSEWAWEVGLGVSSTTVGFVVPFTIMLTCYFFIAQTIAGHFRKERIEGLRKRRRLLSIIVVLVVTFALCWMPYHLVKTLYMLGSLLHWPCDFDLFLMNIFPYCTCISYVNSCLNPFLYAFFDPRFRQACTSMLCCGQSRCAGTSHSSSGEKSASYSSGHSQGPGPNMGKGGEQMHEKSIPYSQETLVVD
# APJ ag = APJ receptor agonism; P35414; CHO-K1 APJ PathHunter beta-arrestin, luminescence; 0% DMSO wells, 100% apelin; activation, % at 20 µM; hit rate 0.11% among 330,000; AID 2520;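 active = activation more than six SD over the plate average, tested at 20 µM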;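 also: 0% = DMSO alone and 100% = apelin-13 at 10 nM; some results filed as inactive read as strong as hits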
#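 Assay system: engineered CHO-K1 APJ arrestin reporter cells; Amount: 1000 CHO-K1 reporter cells seeded per well; Dosing: one dose, 20 µM compound, 1% DMSO; Times: compound stimulation 90 min at 25 °C, detection 60 min; Measured by: luminescent beta-gal fragment complementation, chemiluminescent substrate; Read-out: APJ–arrestin association signal; Controls: DMSO vs Apelin-13 10 nM.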
# EBI2 block = antagonists of human EBI2 receptor; P32249; EBI2 beta-arrestin recruitment, luminescence, 7a,25-OHC stimulated; inhibition, % at 5 µM; hit rate 0.81% among 360,000; in the data active = inhibition above about 38%;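 also: enzyme fragment complementation signal reports receptor beta-arrestin coupling in cells; 0% = agonist plus DMSO wells and 100% = wells without agonist; some results beyond the cut were filed as inactive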
# Target sequence (P32249 whole entry, looked up, the tested form may be a part): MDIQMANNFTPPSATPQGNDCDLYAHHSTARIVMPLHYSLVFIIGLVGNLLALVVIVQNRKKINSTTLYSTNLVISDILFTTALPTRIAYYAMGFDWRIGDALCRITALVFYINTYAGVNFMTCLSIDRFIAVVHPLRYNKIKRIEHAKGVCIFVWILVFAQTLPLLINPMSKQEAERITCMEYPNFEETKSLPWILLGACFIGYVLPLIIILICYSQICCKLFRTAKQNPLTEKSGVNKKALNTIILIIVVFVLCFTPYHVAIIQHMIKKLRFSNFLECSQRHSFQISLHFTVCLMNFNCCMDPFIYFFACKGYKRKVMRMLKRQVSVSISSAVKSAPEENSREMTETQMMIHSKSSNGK
# Gli-Sufu antag = antagonists of Gli-Sufu signaling; inhibition, % at 5 µM; Sufu-KO-LIGHT fibroblasts, Gli luciferase reporter luminescence; AID 588413; hit rate 0.74% among 340,000;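 active = inhibition above about 55%, limit read from the data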;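 also: 0% = DMSO-treated cells and 100% = wells with medium but no cells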
# The depositor's hits bear a star; / = not tested or not shown.
smiles	CXCR6 inh	EBI2 block	APJ ag	APJ antagonist	CCR6 antag	UBC13 polyUb	ATG4B inh	Gli-Sufu antag
Cc1ccc(O)c(/C=N/NC(=O)COc2ccc3c(C)cc(=O)oc3c2)c1	-8.8	-2.0	-3.7	-39.9	8.7	-7.0	7.6	-11.1
CCn1cc(/C=C(/C#N)S(=O)(=O)c2ccccc2)cn1	1.1	-0.9	-3.3	-8.0	-1.0	-4.2	8.7	-6.1
O=C(COC(=O)C1CC(=O)N(c2nc(-c3ccccc3)cs2)C1)c1ccccc1 (stereo unspecified)	3.1	-0.2	-2.1	11.7	-29.3	-1.2	10.9	6.5
COc1cc(CO)ccc1OCC(=O)Nc1ccc(Br)cc1	3.8	-9.5	-3.7	0.7	0.2	-1.5	-16.4	-5.9
Cc1ccc2c(c1)C(c1ccc(F)cc1)N(C(=O)c1cc3ccccc3oc1=O)CC(=O)N2 (stereo unspecified)	1.5	-1.2	-2.3	24.1	3.2	2.8	3.4	-1.9
CC1CN(C(C)C(=O)NC(c2ccccc2)c2ccccc2)CC(C)O1 (stereo unspecified)	4.0	-0.9	-2.4	5.7	10.5	-3.3	4.9	-14.4
CN(C)S(=O)(=O)N1CCN(C(=O)c2cccs2)CC1	-4.0	-6.0	1.2	10.5	1.8	0.6	-6.7	-1.2
CC1CCN(C(=O)COc2ccc(Nc3ccccc3)cc2)CC1	-6.6	2.3	-1.3	-13.2	-8.3	-2.2	0.5	-12.9
C/C(=N\Nc1cccc(Cl)c1)C1(C)N(O)C(C)(C)C(c2ccco2)=[N+]1[O-] (stereo unspecified)	14.4	4.1	3.1	-5.2	8.5	-0.9	-7.1	0.6
C=CCOc1c(Br)cc(CNc2ccc(NC(=O)C(C)C)cc2)cc1OCC	-15.5	-3.9	-1.0	-9.3	-9.8	-7.1	5.4	-1.0

# Only Gli-Sufu antag and APJ ag (2 entries from above):
Compound	Gli-Sufu antag	APJ ag
Cc1ccc2c(c1)C(c1ccc(F)cc1)N(C(=O)c1cc3ccccc3oc1=O)CC(=O)N2 (stereo unspecified)	-1.9	-2.3
COc1cc(CO)ccc1OCC(=O)Nc1ccc(Br)cc1	-5.9	-3.7

# Other structures follow.
smiles	CXCR6 inh	EBI2 block	APJ ag	APJ antagonist	CCR6 antag	UBC13 polyUb	ATG4B inh	Gli-Sufu antag
O=C(CCl)c1ccc(Cc2ncc(C(F)(F)F)cc2Cl)s1	2.3	5.3	0.3	3.6	-0.4	-1.9	-4.3	-1.6
O=C(NCCc1ccc(F)cc1)c1cc(=O)c2ccccc2o1	1.3	9.6	-3.7	10.1	5.4	6.6	-13.5	-3.2
O=C(OCc1ccccc1)N1CCC2CC1c1cc(N3CCCCC3)ccc12 (stereo unspecified)	2.9	11.5	/	/	15.0	/	15.6	-20.7
Nn1cc(-c2ccccc2)nc1SCC(=O)NCC1CCCO1 (stereo unspecified)	0.4	-3.8	-2.4	11.8	12.1	-10.7	3.1	-3.1
COc1ccc(N2CCN(C(=O)c3cccs3)CC2)cc1	-0.8	-0.7	-1.3	10.5	5.3	-2.1	-3.8	-8.3
CC(Cc1cccs1)NC(=S)Nc1ccc(Cl)c(Cl)c1 (stereo unspecified)	-10.2	-2.8	-2.8	0.2	7.2	5.8	6.0	3.5
Cc1cc([N+](=O)[O-])nn1CC(=O)N/N=C/c1ccccc1O	4.0	-0.9	-3.6	-2.5	13.5	16.3	-10.1	0.3
COc1ccc(C(=O)NCC(=O)N/N=C(C)\C=C\c2ccccc2)cc1OC	4.8	6.8	-1.4	-7.6	8.0	-13.4	-4.7	0.7
CC1=NN(C(=O)Cc2ccc([N+](=O)[O-])cc2)C(O)(c2ccccc2)C1 (stereo unspecified)	8.2	-9.3	-0.8	6.7	-1.2	-3.2	4.1	-8.6
O=C(Nc1ccc(Cl)cc1)N(Cc1nnc2n1CCCCC2)c1ccccc1	2.7	-9.6	0.7	8.3	8.3	-7.0	-3.6	2.2
CCOC(=O)C1CCN(S(=O)(=O)c2ccc(-c3ccc(=O)[nH]n3)o2)CC1	1.2	-15.3	2.5	2.6	-5.6	-10.6	-5.5	-35.4
CCN1CCN(Cc2ccc(OC)c(OCc3ccccc3)c2)CC1	-3.7	-16.2	-4.4	4.3	-5.1	-0.5	-6.4	1.3
CC(Sc1nnc(CNC(=O)c2ccccc2F)n1C)C(=O)Nc1nccs1 (stereo unspecified)	5.7	-6.8	-0.1	15.9	-8.1	-6.6	-5.3	-19.2
CC1(C)Cc2cccc(OCC(=O)N3CCN(c4ccccc4Cl)CC3)c2O1	-1.5	6.9	-4.0	-3.8	24.7	3.6	30.1	7.4
O=C(Nc1cccc(Cl)c1)OCc1cnc(Cl)s1	-4.8	-7.5	1.5	-17.2	13.2	8.7	-5.9	-3.1
O=C(Nc1nccs1)c1cccc(N2C(=O)c3cccc4c([N+](=O)[O-])ccc(c34)C2=O)c1	-21.7	-30.6	5.5	-50.8	-21.7	-43.4	-4.7	11.1
CC1(C(=O)OCC(=O)NC(=O)NCc2ccccc2)CC1(Cl)Cl (stereo unspecified)	-3.5	2.7	-2.6	-2.2	-0.7	-2.5	-1.8	3.3
CC(C)N(C)CCOC(=O)/C=C/c1ccccc1	-0.7	-8.6	/	/	8.0	/	3.4	4.9
Cc1ccc(NC(=O)CN2C(=O)CNC2=O)cc1	-3.5	-5.1	2.2	10.7	0.1	-4.0	0.4	-2.0
COc1ccc(OC)c(N(CC(=O)NC2CC2)S(=O)(=O)c2ccc(C)cc2)c1	0.8	-5.6	-2.3	-3.0	-7.7	-5.0	-14.1	2.2
CC(C)CCn1c(SCC(=O)NC2CC2)nc2cc(Cl)ccc2c1=O	-3.7	-16.4	-5.0	20.0	9.3	4.9	-0.9	-10.4
O=C(NC1CCCC1)c1ccc(Cl)c(S(=O)(=O)N2CCOCC2)c1	1.1	-10.0	-3.5	16.9	4.5	0.2	-4.1	-19.1
Cc1ccc(C(=O)N/N=C2\CCCc3ccccc32)c(C)c1	-7.4	-3.4	-3.9	-9.4	16.2	9.1	1.0	-73.3
CCN(C(=O)c1cc(S(=O)(=O)N2CCc3ccccc32)cn1C)c1ccccc1	-8.5	9.2	-0.9	15.8	5.6	5.1	-18.4	11.8
O=C(CSc1n[nH]c(=O)n1Cc1ccco1)c1ccc2c(c1)OCCO2	10.7	11.8	-0.6	-19.4	3.3	-2.4	-3.1	-13.0
CCOC(=O)[C@H]1[C@H]2COc3ccccc3[C@@H]2N2C(=O)c3cc(OC)ccc3NC(=O)[C@@]12C	0.7	3.3	-6.9	-0.2	10.8	10.4	-4.1	-3.0
CCN(CC)CCNC(=O)c1cc(Sc2nnc(C)s2)nc2ccccc12	16.6	-0.7	-2.2	2.9	7.5	16.6	-7.1	7.4
CCCN(CCC)CC(C)(C)NS(=O)(=O)c1ccc(Cl)cc1	-3.0	5.5	-3.7	-0.1	10.9	-7.8	9.9	11.8
Cc1cc(C)c2nc(N3CCCC(C(=O)NCCCN4CCOCC4)C3)sc2c1 (stereo unspecified)	-3.5	-6.9	-2.4	8.5	1.4	-1.5	-9.7	-14.8
CC(=O)Nc1ccc(Oc2cnc3ccccc3n2)cc1	1.9	-15.2	0.1	16.1	-8.6	0.4	-1.5	-12.6
Cc1ccccc1NC(=O)C(C)OC(=O)C1CC(=O)N(Cc2ccco2)C1 (stereo unspecified)	1.5	-5.1	-0.7	-47.3	-2.0	-7.9	3.1	-18.3
CC(C)C(=O)Nc1nc(-c2ccccc2)ns1	-8.7	-5.0	-3.4	-10.8	5.7	4.3	-5.3	-60.3
CC(NC(=O)c1ccc(Br)cc1)c1ccc2c(c1)CCCC2 (stereo unspecified)	-12.0	7.0	-0.3	-9.2	15.3	-9.1	-1.1	1.4
CCCC(=O)Nc1nc2c(OC)ccc(OC)c2s1	-0.1	-8.8	-6.7	2.2	9.1	14.1	-0.6	-3.9
COc1cccc(-n2c(N)c(-c3nc4ccccc4[nH]3)sc2=S)c1	-5.3	11.2	0.4	-0.1	-3.0	13.5	2.9	0.2
O=C(CNC(=O)c1ccco1)N/N=C/c1ccccc1[N+](=O)[O-]	-9.0	-4.7	-3.7	16.8	-8.7	2.7	-10.2	-16.0
COc1ccc(CNC(=O)[C@@H]2CC=C[C@@H]3CCN(Cc4ccccc4)C(=O)[C@@H]32)cc1	-0.5	-3.6	2.4	14.8	11.4	5.0	-17.3	-8.0
COC(=O)Cc1c(C)c2ccc(O)c(CNCc3ccc(OC)c(OC)c3)c2oc1=O	-8.4	0.4	-4.2	-2.4	2.7	14.5	3.8	-10.7
CC(=O)NC1=NN(C(C)=O)C2(S1)C(=O)N(CC(C)C)c1ccc(C)cc12 (stereo unspecified)	-1.4	-9.4	2.1	2.7	1.8	6.8	-1.9	6.8
CCCC(=O)Nc1c(C(=O)OCC)[nH]c2ccccc12	-5.1	-4.6	-2.5	-53.0	10.2	-8.9	0.3	75.4*
COc1ccc(CC2(C)OC(c3ccc(Cl)cc3)=NN2C(C)=O)cc1 (stereo unspecified)	3.6	21.6	-3.2	0.0	27.2	2.3	5.8	2.2
CC(=O)N1CCN(c2ccc(S(=O)(=O)N3CCOCC3)cc2[N+](=O)[O-])CC1	-2.1	-4.1	-7.5	2.0	7.8	1.0	-5.6	6.8
Cc1cccc(CCNS(=O)(=O)c2ccc(S(=O)(=O)N3CCC(C)CC3)cc2)c1	-5.2	17.4	-2.4	10.2	11.3	-7.5	-0.1	-8.0
Cc1ccc2cccc(OCc3ccccc3)c2n1	0.4	11.7	-7.0	4.1	-0.6	13.0	7.3	7.7
COc1cccc(N=c2oc3ccccc3cc2-c2nc3ccccc3[nH]2)c1	5.4	8.3	-9.8	-15.4	-4.2	-3.2	7.0	-60.5
CC(C)NC(=O)c1ccccc1NC(=O)C1CC(=O)N(C(C)C)C1 (stereo unspecified)	9.1	-4.4	-1.8	15.8	-7.5	-5.3	1.7	-2.3
CCCc1nc2ccccc2n1CC(O)COc1ccc(NC(C)=O)cc1 (stereo unspecified)	-1.0	-7.2	-3.2	-4.3	-2.9	0.3	-15.2	1.6
Cc1ccc2c(c1)COc1c3ccc(C(=O)NCCO)cc3nn1-2	0.6	2.3	-2.3	-4.8	4.3	2.0	-0.7	-47.2
Cc1cc(=O)oc2cc(OCC(=O)N3CCCC(C)C3)ccc12 (stereo unspecified)	0.4	0.4	-1.2	12.0	6.4	-11.3	-4.2	-2.2
Cc1ccc2cc3cc(C(=O)NCCCN4CCCC4)oc3nc2c1	-9.9	3.0	2.6	-2.3	14.7	4.8	4.0	-1.6

# New compounds follow
smiles	CXCR6 inh	EBI2 block	APJ ag	APJ antagonist	CCR6 antag	UBC13 polyUb	ATG4B inh	Gli-Sufu antag
COC(=O)C(C)Sc1nc2c([nH]c3ccccc32)c(=O)n1C (stereo unspecified)	-7.2	3.5	0.2	-2.1	-6.1	-10.8	-9.0	15.1
CC1=C(C(=O)OCC2CCCO2)C(c2ccc(O)cc2)NC(=O)N1 (stereo unspecified)	-4.6	-26.7	-3.5	25.4	-19.7	6.5	-0.1	2.8
O=C(COC(=O)CCc1c[nH]c2ccccc12)Nc1cc([N+](=O)[O-])ccc1Cl	3.3	0.3	-4.0	-5.3	-6.7	17.8	-13.8	10.2
Cn1nc(OCC(N)=O)ccc1=O	-6.5	-6.9	-5.2	7.5	10.1	-5.0	6.6	-5.4
COC(=O)c1cc(-c2c(C)nn(-c3ccccc3)c2C)n[nH]1	-8.2	-8.2	2.2	1.7	14.1	4.8	-4.9	19.6
CCCc1nc2c(nnn2Cc2ccccc2Cl)c(=O)[nH]1	1.4	3.7	-3.0	10.8	-10.0	-9.3	-0.1	6.4

# Screening results from PubChem BioAssay.
